LYP inhibition – inhibitors of LYP phosphatase, biochemical, fluorescence intensity, uHTS (AID 1779). Tyrosine-protein phosphatase non-receptor type 22 (Homo sapiens). recombinant LYP phosphatase, fluorescence intensity; higher % means a stronger effect. inhibition, % at 11.5 µM; hits with a dose series show IC50 in µM. 290,000 compounds, 0.054% hits;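 note: plate controls were vehicle with enzyme for no effect and no enzyme for full effect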
Siah-1 displacement – Siah-1 peptide-binding antagonists, primary screen, biochemical, fluorescence polarization, rhodamine-plectin, uHTS (AID 1817) | Siah-1 / rhodamine-plectin peptide fluorescence polarization; higher % means a stronger effect | 290,000 compounds, 0.02% hits | E3 ubiquitin-protein ligase SIAH1 (Homo sapiens) | one-dose displacement, % at 20 µM; IC50 in µM for titrated hits;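 active = displacement of at least 50% at 20 µM, with a fluorescence ratio check between 0.3 and a set limit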;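 note: plate controls were Siah plus tracer with DMSO for no effect and tracer alone without Siah for full effect; strong numbers were not always called active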
human PMI inhibitors – human PMI inhibitors, high substrate, primary screen, biochemical, fluorescence intensity, high mannose 6-phosphate (AID 1220) | Mannose-6-phosphate isomerase (Homo sapiens) | recombinant PMI enzyme, coupled fluorescence intensity; higher % means a stronger effect | one-dose inhibition, % at 20 µM; IC50 in µM for titrated hits | 190,000 compounds, 0.66% hits
M17LAP inhibition – P. falciparum M17LAP inhibitors, primary screen, biochemical, fluorogenic H-Leu-NHMec substrate, 1536-well (AID 1619) | Leucine aminopeptidase (Plasmodium falciparum (isolate 3D7)) | recombinant M17LAP, H-Leu-NHMec fluorogenic kinetic assay; higher % means a stronger effect | one-dose inhibition, % at 30 µM; IC50 in µM for titrated hits | 220,000 compounds, 0.38% hits;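 active = compound inhibiting the enzyme by more than half at any dose during confirmatory dose-response retesting; inconclusive = strong single-dose inhibitors picked by rank but not retested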;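 note: plate controls were full reaction with DMSO carrier for no effect and no enzyme background for full effect; strong numbers were not always called active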
AID2073 – inhibitors of Mint1-CaV2.2 protein interaction, biochemical, HTRF (AID 2073). HTRF protein-protein interaction, Mint1-CaV2.2; higher % means a stronger effect. inhibition, % at 20 µM; hits with a dose series show IC50 in µM. 290,000 compounds, 0.19% hits; in the data active = inhibition mostly above about 51%, no sharp cut-off; inconclusive = no clear call, values can overlap the other calls; inactive = mostly below about 53%; note: some results filed as inactive read as strong as hits
Dynein cargo inh – inhibitors of GR-EGFP nuclear translocation, primary screen, dynein cargo transport inhibitor project, imaging, high-content, 3617.4 mouse cells. AID 1381, 2008. test concentration mostly 20 µM; stimulated with dexamethasone, 1 µM; stronger effect = lower value. z-score, hits read low. 220,000 compounds, 0.47% hits;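 active = plate z-score of nuclear minus cytoplasmic receptor signal below a set negative limit, without overly bright fluorescence or cell loss, cut at about -3.5 in these data, passing the limit was not always enough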;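 note: z-score of nuclear minus cytoplasmic ring GR-EGFP intensity difference per well; some compounds called inactive have numbers as strong as hits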
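Buffer or medium: tetracycline-free induction medium containing charcoal-stripped FBS / Reagent: dexamethasone agonist, 1.0 µM final, for 30 min / Technique: automated 10x imaging of fixed Hoechst-stained cells / Times: induction 48 h, compound 1 h, agonist 30 min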
XIAP antagonists – XIAP antagonists, biochemical, IAP family, fluorescence polarization (AID 1018). 200,000 compounds, 0.007% hits. XIAP BIR domain, fluorescence polarization peptide displacement; higher % means a stronger effect. E3 ubiquitin-protein ligase XIAP (Homo sapiens). one-dose displacement, % at 20 µM; IC50 in µM for titrated hits; in the data active = displacement above about 50%; note: a part of the inactive calls stands beside numbers as strong as those of hits
P. falciparum M1AAP – P. falciparum M1AAP inhibitors, biochemical, fluorogenic H-Leu-NHMec substrate, 1536-well (AID 1445); recombinant M1AAP, H-Leu-NHMec fluorogenic kinetic assay; higher % means a stronger effect; 220,000 compounds, 0.42% hits; inhibition, % at 30 µM, or IC50 in µM where a hit was titrated; Aminopeptidase N (Plasmodium falciparum (isolate 3D7));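 active = primary inhibition above the hit cutoff, then over 50% inhibition at one or more dose response concentrations, cut at about 23% in these data, passing the limit was not always enough; inconclusive = conflicting primary data, or primary hits not chosen for dose response; inactive = low primary inhibition, or under 50% at every dose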;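 note: plate controls were DMSO full reaction for no effect and no enzyme background for full effect; strong numbers were not always called active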
PMI inhibitors – inhibitors of human PMI, primary screen, biochemical, fluorescence intensity, coupled assay (AID 1209) | Mannose-6-phosphate isomerase (Homo sapiens) | purified PMI enzyme, coupled fluorescence intensity; higher % means a stronger effect | inhibition, % at 20 µM; hits with a dose series show IC50 in µM | 190,000 compounds, 0.42% hits;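 note: plate controls were DMSO vehicle for no effect and wells lacking substrate for full effect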
Dynein cargo inh cytoplasmic EGFP – also measured in Dynein cargo inh; calls as there; z-score; measured here: cytoplasmic GR-EGFP intensity; stronger effect = higher value
Dynein cargo inh nuclear GR-EGFP – second read-out of Dynein cargo inh, no call of its own (marks repeat the call); z-score; measured here: nuclear GR-EGFP intensity;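 lower value marks the stronger effect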
Dynein cargo inh cell count – second read-out of Dynein cargo inh, no call of its own (marks repeat the call); z-score; measured here: cell count per field
An asterisk follows results filed as active; ? = inconclusive; nt = no result given. Cut-off read from the data, not from the text of the source, unless noted: active = inhibition above about 50%; inactive = the rest. This is a random part of the collection; any-hit rate near 2.1%.

Results follow in this order: P. falciparum M1AAP	XIAP antagonists	human PMI inhibitors	M17LAP inhibition	PMI inhibitors	Dynein cargo inh	Dynein cargo inh nuclear GR-EGFP	Siah-1 displacement	Dynein cargo inh cell count	Dynein cargo inh cytoplasmic EGFP	AID2073	LYP inhibition
- CCCCN(C(=O)COc1ccc(C)cc1OC)c1c(N)n(CCC)c(=O)[nH]c1=O
  -2%	nt	nt	-12%	nt	1.8	1	-3%	-2	-0.6	3%	-11%
- Nc1nc(-c2ccccn2)nc(N)c1Cc1ccccc1F
  -4%	-0.5%	18%	-13%	12%	-1.4	-0.62	14%	1.1	-0.28	14%	-3%
- COCCn1cc(C(=O)c2cc(Br)ccc2O)cc(C#N)c1=O
  6%	-1.3%	-4%	4%	-6%	0.83	0.62	-2%	-0.9	-0.14	9%	-2%
- COc1ccc(CC(=O)NNC(=O)CSc2nc(C)c(C)c(=O)[nH]2)cc1
  -1%	-3.3%	-1%	0%	-3%	-0.66	-0.22	5%	0.74	-0.26	-3%	-1%
- COc1ccc(-n2c(O)cnc2Nc2nc(C)cc(C)n2)cc1OC
  8%	-2.6%	-4%	0%	-6%	-1.8	-0.65	-4%	1.3	-0.22	-2%	-11%
- Cc1ccc2nc(-c3ccccc3O)c(Nc3ccc4c(c3)OCCO4)n2c1
  3%	-3.8%	-5%	2%	0%	0.083	1.2	0%	-0.79	-0.26	?	1%
- CCOc1ccc(-n2c(=O)cc(N3CCN(c4ccc(F)cc4)CC3)[nH]c2=O)cc1
  1%	-5.7%	17%	-3%	11%	-0.8	-0.36	5%	1	-0.23	8%	-7%
- O=C(CCN1CCC(c2cccs2)=N1)c1cccs1
  7%	nt	nt	11%	nt	-0.018	-0.044	3%	-0.24	-0.28	-2%	2%
- Cc1ccc(O)c(C(=O)c2cnc3onc(-c4ccc(F)cc4)c3c2)c1
  -1%	-2.4%	1%	5%	0%	0.4	0.31	-7%	0.43	-0.26	18%	-2%
- COc1cc2c(cc1OC)-c1nnc(-c3ccco3)n1C1(CCCC1)C2
  -1%	-0.5%	-1%	-20%	-3%	-0.26	-0.5	10%	0.76	-0.23	16%	-4%
- Nc1nnc(SCC(=O)Nc2sc3c(c2C(=O)c2ccccc2)CCCC3)s1
  2%	-6.4%	37%	0%	28%	-0.34	-0.41	3%	0.37	-0.2	-2%	3%
- COc1cccc(C(=O)NCCCN2CCN(CCCNC(=O)c3cccc(OC)c3)CC2)c1
  3%	0.4%	-2%	-1%	-6%	-0.48	-0.37	-3%	0.85	-0.18	-3%	-15%
- CCCOc1ccc(C(=O)NCCC(=O)NCCCC(=O)OCC)cc1
  0%	-4.4%	-6%	-9%	-4%	1.4	0.66	-1%	-1.3	-0.081	-4%	-8%
- CCOC(=O)c1cnc(-n2nc(C)cc2C)nc1Oc1ccccc1F
  6%	nt	nt	12%	nt	0.22	1.1	11%	-0.62	-0.22	10%	-6%
- Cc1ccc(CSc2nnc(-c3ccncc3)n2CC2CCCO2)cc1 (stereo unspecified)
  4%	-5.2%	0%	20%	-1%	-0.85	-0.41	2%	0.16	-0.23	34%	-2%
- O=S(=O)(Nc1ccccc1)c1ccc2c(c1)CCO2
  4%	nt	nt	0%	nt	-1.7	-0.68	9%	0.26	-0.16	9%	-9%
- Cc1ncoc1C(=O)N1CCCC(CCC(=O)NCc2ccc(F)c(F)c2)C1 (stereo unspecified)
  -3%	-0.8%	1%	0%	2%	-0.9	-0.52	5%	-0.62	-0.21	0%	-6%
- CN1CCN(C(=O)/C(=C/c2ccccc2)c2ccccc2)CC1
  1%	-6.1%	7%	3%	10%	-0.46	0.0041	-7%	0.83	-0.23	-4%	-6%
- CN(c1ccc(Cl)cc1)c1cc(=O)n(C)c2ccccc12
  7%	-3.5%	9%	-2%	8%	1.2	0.71	2%	-0.18	-0.28	40%	-6%
- CCOC(=O)N1CCN(C(=O)/C=C/c2ccc3c(c2)OCO3)CC1
  7%	-5.2%	6%	8%	5%	0.71	0.47	7%	-0.28	-0.26	12%	-3%
- CCCN1CCN(CCCNC(=O)Cn2nc(-c3ccc(Cl)cc3)ccc2=O)CC1
  -1%	-2.5%	7%	13%	2%	-0.63	-0.059	2%	0.52	-0.26	0%	1%
- Cc1nn(-c2ccccc2)c(OC(=O)c2cccs2)c1S(=O)(=O)c1ccc([N+](=O)[O-])cc1
  3%	-3.7%	1%	19%	8%	-0.83	-0.22	3%	0.79	-0.2	5%	-3%
- CCCCc1ccc(NC(=S)N2CCCC(C)C2)cc1 (stereo unspecified)
  -2%	-2.1%	10%	1%	11%	-0.1	0.078	8%	0.0026	-0.25	-36%	-1%
- CN(C)c1ccc(/C=N/NC(=O)c2nnn(-c3nonc3N)c2COc2ccc(F)cc2)cc1
  3%	nt	nt	0%	nt	1.5	1.2	3%	-0.71	-0.23	?	-1%
- O=C(CSc1nc(O)cc(=O)[nH]1)C1CC1
  9%	-2.8%	3%	10%	0%	-0.59	-0.15	-4%	0.51	0.064	-10%	-6%
- c1ccc(Cn2nnc(CNc3ccccc3)c2-c2c(CNc3ccccc3)nnn2Cc2ccccc2)cc1
  0%	nt	nt	1%	nt	-0.085	0.096	7%	-0.041	0.23	7%	0%
- O=C1/C(=C/c2cccs2)CCc2ccccc21
  10%	-5.0%	12%	10%	13%	1.3	0.94	-2%	-1.5	0.49	-13%	-2%
- O=C(CSc1nnc(Cc2cccs2)n1-c1ccccc1)NC1CCCCC1
  2%	-4.7%	-17%	7%	-6%	-1	-0.69	-1%	1.1	-0.25	-6%	-3%
- COCc1c(Br)c(C)[nH]c(=O)c1C#N
  10%	0.1%	-5%	-19%	-5%	-0.37	-0.26	6%	0.18	-0.19	10%	-3%
- O=C(CNC(=O)C1CCCCC1)Nc1ccccc1Cl
  -6%	3.4%	3%	15%	-3%	1.7	1	10%	0.044	-0.28	-5%	-2%

Results follow in this order: P. falciparum M1AAP	XIAP antagonists	human PMI inhibitors	M17LAP inhibition	PMI inhibitors	Dynein cargo inh	Dynein cargo inh nuclear GR-EGFP	Siah-1 displacement	Dynein cargo inh cell count	Dynein cargo inh cytoplasmic EGFP	AID2073	LYP inhibition
- O=C(/C=C/Nc1ccccc1O)c1ccco1
  11%	nt	nt	3%	nt	0.11	0.17	4%	0.12	-0.12	0%	-3%
- O=C(COc1ccccc1)N1CCN(C(=O)c2cccc(F)c2)CC1
  11%	-0.1%	2%	1%	7%	-0.87	0.16	7%	0.97	-0.3	1%	5%
- CCCN(CCC)C1CC(=O)N(Cc2ccccc2)C1=O (stereo unspecified)
  5%	-0.5%	-8%	-8%	2%	-0.93	0.06	1%	0.95	-0.24	-3%	-3%
- COC(=O)c1cc(NC(=O)C2C3C=CC(C3)C2C(=O)O)cc(C(=O)OC)c1 (stereo unspecified)
  3%	-6.1%	2%	7%	7%	0.0049	0.17	4%	-0.066	-0.075	7%	-2%
- CNS(=O)(=O)c1cccc(C(=O)OCC(=O)Nc2ccc(Cl)cn2)c1
  10%	nt	nt	9%	nt	0.34	1	6%	-1.2	-0.13	-2%	1%
- O=C(NCCSCc1ccccc1)c1ccccc1
  -5%	-9.8%	-8%	44%	-13%	-0.064	-0.089	0%	0.7	-0.25	3%	0%
- Cc1ccc2cccc(OCc3nnc(SCC(=O)O)n3C)c2n1
  2%	-3.0%	-9%	-1%	-5%	0.28	0.13	1%	0.17	-0.19	1%	2%
- CCc1cccc(CC)c1NC(=O)c1cc(CN2C(=O)c3ccccc3C2=O)ccc1OC
  -3%	-5.6%	3%	0%	3%	2.3	0.59	7%	-1.1	0.34	3%	7%
- CCOC(=O)CON1C(=O)C(=O)N(OCC(=O)OCC)C2CCCCC21 (stereo unspecified)
  nt	-15%	2%	nt	0%	-0.18	0.27	1%	0.98	-0.38	28%	-5%
- COc1ccccc1OCCC(=O)OCC(=O)c1[nH]c(C)c(C(C)=O)c1C
  0%	-18%	9%	-3%	1%	-0.85	-0.75	1%	0.85	0.1	6%	-1%
- CCOc1cc(/C=C/C(=O)Nc2ccc(C(=O)NCCN(CC)CC)cc2)ccc1OCC(C)C
  9%	-4.7%	2%	4%	4%	3.6	1.6	0%	-4	0.93	1%	-8%
- CCOC(=O)c1cnc(SCC(=O)c2ccc(C)cc2)nc1N
  1%	-5.9%	-3%	3%	-5%	-0.65	-0.8	7%	0.044	-0.24	1%	-3%
- O=C(N=C1N=C2C=CC=CN2Cc2ccccc21)c1ccc(S(=O)(=O)N2CCOCC2)cc1
  4%	-4.6%	-11%	0%	-12%	0.31	-0.39	4%	0.34	-0.35	5%	-3%
- Cc1cc(C)c2nc(NNC(=O)c3ccc(S(=O)(=O)N4CCCC(C)C4)cc3)sc2c1 (stereo unspecified)
  -5%	-2.6%	-8%	7%	-6%	-0.65	0.4	-15%	0.45	-0.25	19%	4%
- CCOc1ccccc1NC(=O)CN(C)S(=O)(=O)c1cnc[nH]1
  1%	-3.6%	-7%	-7%	-6%	2.5	1.3	4%	-1.9	-0.028	8%	-3%
- COc1ccc(CCn2c(N3CCOCC3)nc3c2c(=O)[nH]c(=O)n3C)cc1
  0%	-5.2%	4%	1%	4%	0.77	0.58	-1%	-0.041	-0.21	1%	-5%
- Cc1ccccc1NS(=O)(=O)c1ccc(C)c(C(N)=O)c1
  -6%	-5.7%	6%	-1%	4%	-0.027	0.83	2%	0.33	-0.21	-2%	-8%
- O=C(COC(=O)Cc1ccc(Cl)cc1Cl)NCCC1=CCCCC1
  2%	-0.2%	12%	1%	7%	-0.84	-0.37	4%	1.3	-0.24	3%	-1%
- O=C1CN(C(=O)COc2ccccc2)CCN1
  1%	-5.2%	16%	-10%	-6%	1.1	0.92	0%	-0.52	-0.17	8%	-4%
- O=C(Nc1cccc(C(F)(F)F)c1)C(Sc1cccc[n+]1[O-])c1ccccc1 (stereo unspecified)
  3%	-1.0%	11%	9%	5%	-0.27	-0.28	5%	-1.4	-0.17	-3%	-8%
